CYP2C19 act: increases human CYP2C19 enzyme activity; activation factor at 5 µM; AID 1025; P33261; 96,000 tested, under 10 active; recombinant CYP2C19, luciferin-H EGE luminescence; stronger effect = higher value; 0 = fully inhibited enzyme, 1 = untreated enzyme;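 active means activation factor of at least 2 at 5 µM in the primary screen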;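 further: 0 = wells with 2.5 mM tranylcypromine and 1 = vehicle-only wells; values of inactives mirror those of a sister screen read the other way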
Target sequence (P33261 whole entry, looked up): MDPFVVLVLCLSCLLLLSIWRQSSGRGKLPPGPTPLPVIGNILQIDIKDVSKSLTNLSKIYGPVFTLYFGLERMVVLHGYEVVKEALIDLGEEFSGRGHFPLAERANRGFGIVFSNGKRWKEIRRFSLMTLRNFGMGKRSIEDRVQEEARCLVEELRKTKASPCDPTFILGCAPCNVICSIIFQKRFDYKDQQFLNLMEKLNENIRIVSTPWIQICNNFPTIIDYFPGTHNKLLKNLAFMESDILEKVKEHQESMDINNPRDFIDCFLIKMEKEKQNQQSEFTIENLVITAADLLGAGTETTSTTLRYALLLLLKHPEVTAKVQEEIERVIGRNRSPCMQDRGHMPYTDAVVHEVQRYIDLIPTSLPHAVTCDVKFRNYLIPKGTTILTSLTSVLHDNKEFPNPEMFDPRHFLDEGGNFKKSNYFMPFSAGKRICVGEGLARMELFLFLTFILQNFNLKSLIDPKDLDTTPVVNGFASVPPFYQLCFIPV
HUVEC tox TNFa: toxic to HUVEC cells under TNF alpha stimulation; AID 848; actives 0.17% (n = 93,000); HUVEC TNFalpha-stimulated, Hoechst cell count, imaging; cell count reduction, % at 2 µM;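 active means cell count reduction exceeding the screen mean by over 5 SD, scaled to untreated wells per plate, cut at about 78% in these data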;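 further: cells counted after 24 h of TNF alpha exposure following the 1 h pretreatment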
CYP2C9 act: CYP2C9 (human) activation; P11712; recombinant CYP2C9, luciferin-H conversion, luminescence; stronger effect = higher value; factor 1 = untreated enzyme, 0 = blocked; activation factor at 5 µM; actives 1.4% (n = 96,000);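 active means activation factor of 2 or more for CYP2C9 at a 5 µM dose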;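 further: 0 = sulfaphenazole-blocked wells and 1 = vehicle-only wells; values of inactives mirror those of a sister screen read the other way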
VCAM1 TNFa inh: reduces TNF alpha induced VCAM1 expression in HUVEC | actives 0.48% (n = 95,000) | inhibition, % at 2 µM | HUVEC TNFa-induced VCAM-1 immunofluorescence, high-content imaging | AID 802;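 active means inhibition above the batch mean plus 3 SD, with images confirmed as a hit by eye, cut at about 37% in these data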;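 further: 0% = TNF-stimulated DMSO wells and 100% = unstimulated control wells; not every result past the cut was called active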
hDAT+cocaine: human DAT dopamine uptake with cocaine, either direction; LLC-PK1 hDAT cells, [14C]-dopamine uptake with cocaine IC80; actives deviate in either direction; actives 1.3% (n = 110,000); Q01959; B-score at 10 µM;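 active means Z score or B-score, a plate-position-corrected score, falls beyond the plate's 99.7% confidence bounds, in either direction; inactive means both scores lie inside the 99.7% bounds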;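 further: scored against the spread of the other compound wells on the same plate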
Target sequence (Q01959 whole entry, looked up): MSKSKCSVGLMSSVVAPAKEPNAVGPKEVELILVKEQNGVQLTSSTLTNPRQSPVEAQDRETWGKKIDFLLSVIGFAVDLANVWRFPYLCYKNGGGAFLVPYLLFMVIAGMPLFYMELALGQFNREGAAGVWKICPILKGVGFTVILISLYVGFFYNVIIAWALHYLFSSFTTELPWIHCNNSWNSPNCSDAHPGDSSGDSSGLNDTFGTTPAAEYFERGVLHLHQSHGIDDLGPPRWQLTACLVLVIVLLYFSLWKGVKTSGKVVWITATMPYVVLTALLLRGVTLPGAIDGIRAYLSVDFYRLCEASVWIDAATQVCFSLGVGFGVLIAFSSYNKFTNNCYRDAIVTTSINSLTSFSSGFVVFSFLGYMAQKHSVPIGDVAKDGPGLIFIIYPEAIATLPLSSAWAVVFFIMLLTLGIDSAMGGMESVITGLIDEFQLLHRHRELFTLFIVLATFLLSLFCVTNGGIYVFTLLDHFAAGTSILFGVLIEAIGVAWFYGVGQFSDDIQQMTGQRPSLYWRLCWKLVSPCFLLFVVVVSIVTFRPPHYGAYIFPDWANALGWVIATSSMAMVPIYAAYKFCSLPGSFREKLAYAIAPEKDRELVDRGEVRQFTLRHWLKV
Candida biofilm: kills Candida albicans biofilms; C. albicans biofilm + clotrimazole, Alamar Blue; inhibition, % at 6 µM; actives 0.14% (n = 85,000);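 active means inhibition above 20%; inactive means inhibition below 20%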;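 further: preformed 24 hr biofilms exposed to compound for 48 hr; 0% = biofilm without compound and 100% = blank killed by clotrimazole plus chlorhexidine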
IL1B cytotox: HUVEC cytotoxicity counter-screen, IL-1B stimulated; HUVEC cell count loss, Hoechst imaging; cell count reduction, % at 2 µM; AID 845; actives 0.41% (n = 94,000);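 active means cell count reduction more than 3 SD above the screen-wide mean, cut at about 70% in these data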;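 further: normalized per plate to untreated control cells as the no-loss baseline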
CYP2C19 inh: blocks human cytochrome P450 2C19. P33261. CYP2C19 Supersomes, luciferin-H EGE luminescence, 30 min. inhibition, % at 5 µM. actives 21% (n = 96,000). AID 778;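 active means CYP2C19 inhibition above a set limit at 5 µM in the primary screen, cut at about 50% in these data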;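 further: plate controls were negative control wells for no effect and 2.5 mM tranylcypromine positive control for full effect; values of inactives mirror those of a sister screen read the other way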
CYP2C9 inh: human CYP2C9 inhibition. actives 20% (n = 96,000). AID 777. CYP2C9 Supersomes, luciferin-H conversion, luminescence. inhibition, % at 5 µM. P11712;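 active means blocking of liver enzyme CYP2C9 beyond about 50% at 5 µM, limit read from the data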; further: values of inactives mirror those of a sister screen read the other way
* hit, by the source's call.

For O=C(NCCCn1ccnc1)c1ccc(Br)o1 the results were CYP2C19 act 0.4, HUVEC tox TNFa 4.8, CYP2C9 act 0.7, VCAM1 TNFa inh -4.1, hDAT+cocaine 0.022, IL1B cytotox 7.5, CYP2C19 inh 59.1* and CYP2C9 inh 34.5.
CCCNC(=O)c1ccccc1NC(=O)C1COc2ccccc2O1 (stereo unspecified) was read as CYP2C19 act 0.4, HUVEC tox TNFa -6.9, CYP2C9 act 0.7, VCAM1 TNFa inh 4.0, hDAT+cocaine 1.93, Candida biofilm 9.4, IL1B cytotox -4.8, CYP2C19 inh 58.7* and CYP2C9 inh 30.7.
For CCn1cnc2sc(C(=O)N3CCN(Cc4ccc5c(c4)OCO5)CC3)c(C)c2c1=O the results were CYP2C19 act 0.1, HUVEC tox TNFa -34.0, CYP2C9 act 0.2, VCAM1 TNFa inh 10.4, Candida biofilm 8.1, IL1B cytotox -26.8, CYP2C19 inh 85.2* and CYP2C9 inh 75.3*.
CC(=O)c1ccc(OCC(O)CN2CCN(c3ccccn3)CC2)cc1 (stereo unspecified) was read as CYP2C19 act 0.7, CYP2C9 act 0.8, hDAT+cocaine 0.716, Candida biofilm 7.5, CYP2C19 inh 34.2 and CYP2C9 inh 18.7.
For O=C1C(NS(=O)(=O)c2cccs2)=C(N2CCN(c3cccc(Cl)c3)CC2)C(=O)c2ccccc21 the results were CYP2C19 act 0.5, HUVEC tox TNFa -6.7, CYP2C9 act 0.2, VCAM1 TNFa inh -4.2, hDAT+cocaine 0.027, Candida biofilm -3.0, IL1B cytotox 9.2, CYP2C19 inh 51.2* and CYP2C9 inh 77.6*.
Cc1cccc(-c2nc3c(c(SCC(=O)N(C)C)n2)CCCC3)c1 was read as HUVEC tox TNFa -13.3, VCAM1 TNFa inh -2.7, hDAT+cocaine 1.96, Candida biofilm 3.0 and IL1B cytotox -23.0.
For O=C(C1CC(c2ccccc2O)=NO1)N1CCCCC1 (stereo unspecified) the results were CYP2C19 act 0.3, HUVEC tox TNFa -26.1, CYP2C9 act 0.5, VCAM1 TNFa inh -4.6, hDAT+cocaine 1.41, Candida biofilm 7.0, IL1B cytotox -70.2, CYP2C19 inh 70.3* and CYP2C9 inh 47.2.
`CCCc1nnc(NC(=O)c2c(O)c3c([nH]c2=O)CCCC3)s1` gave CYP2C19 act 1, CYP2C9 act 0.9, hDAT+cocaine 0.307, Candida biofilm -0.9, CYP2C19 inh 2.6 and CYP2C9 inh 12.9.
Screening COc1ccc(S(=O)(=O)N2CCN(c3cc(-c4ccccc4)nc4ncnn34)CC2)cc1 returned CYP2C19 act 0.6, HUVEC tox TNFa 3.7, CYP2C9 act 0.5, VCAM1 TNFa inh 9.8, hDAT+cocaine -0.0169, Candida biofilm 5.7, IL1B cytotox -2.2, CYP2C19 inh 44.2 and CYP2C9 inh 49.9.
For CCOc1ccc(-n2cc(C(=O)Nc3cccc(C)n3)c3cc(OC)c(OC)cc3c2=O)cc1 the results were HUVEC tox TNFa -0.8, VCAM1 TNFa inh 8.3, hDAT+cocaine 1.67, Candida biofilm -0.1 and IL1B cytotox 4.2.
Screening Cc1cc(C(F)(F)F)n2nc(-c3sccc3-n3cccc3)cc2n1 returned CYP2C19 act 1, HUVEC tox TNFa -2.3, CYP2C9 act 1, VCAM1 TNFa inh 6.8, IL1B cytotox 4.4, CYP2C19 inh 1.4 and CYP2C9 inh 1.0.
Cn1cc(C(c2ccccn2)c2cn(C)c3ccccc23)c2ccccc21 was read as CYP2C19 act 0.6, HUVEC tox TNFa 22.1, CYP2C9 act 0, VCAM1 TNFa inh -3.1, hDAT+cocaine -1.16, Candida biofilm -0.9, IL1B cytotox 12.2, CYP2C19 inh 43.7 and CYP2C9 inh 95.7*.
COc1ccc(CC(NC(C)=O)C(=O)NC2CCN(S(=O)(=O)c3ccccc3)CC2)cc1OC (stereo unspecified) was read as CYP2C19 act 1, HUVEC tox TNFa -5.8, CYP2C9 act 1.4, VCAM1 TNFa inh -3.3, hDAT+cocaine -0.801, Candida biofilm 2.6, IL1B cytotox 3.1, CYP2C19 inh -4.3 and CYP2C9 inh -42.5.
Screening Cc1c(NC(=O)OC(C)C)sc(=S)n1C returned HUVEC tox TNFa -9.8, VCAM1 TNFa inh -3.8, hDAT+cocaine 1.34, Candida biofilm 8.1 and IL1B cytotox -7.8.
For CCOC(=O)C(C)Oc1ccc2c(CC)cc(=O)oc2c1C (stereo unspecified) the results were CYP2C19 act 0.6, HUVEC tox TNFa 11.6, CYP2C9 act 0.4, VCAM1 TNFa inh 34.8, hDAT+cocaine -0.389, Candida biofilm 1.2, IL1B cytotox 2.0, CYP2C19 inh 35.4 and CYP2C9 inh 60.3*.
Screening CN(C(=O)c1cccs1)c1ccccc1C(=O)O returned CYP2C19 act 1.2, HUVEC tox TNFa -24.2, CYP2C9 act 1.2, VCAM1 TNFa inh -0.4, hDAT+cocaine 0.635, Candida biofilm 4.3, IL1B cytotox -13.5, CYP2C19 inh -15.1 and CYP2C9 inh -16.5.
Screening COc1cc(CN2CCN(c3cccc(C)c3C)CC2)cc(OC)c1O returned CYP2C19 act 0.8, CYP2C9 act 0.8, hDAT+cocaine -0.174, Candida biofilm 6.1, CYP2C19 inh 20.5 and CYP2C9 inh 22.6.
`C=CCc1cc(C(=O)N2CCCCC2)ccc1O` gave CYP2C19 act 0.1, CYP2C9 act 0.7, VCAM1 TNFa inh -17.3, hDAT+cocaine 0.632, Candida biofilm 4.4, IL1B cytotox 37.9, CYP2C19 inh 89.2* and CYP2C9 inh 33.6.
CSc1cccc(NC(=O)C2CCCN2S(=O)(=O)c2ccc(Br)s2)c1 (stereo unspecified) was read as CYP2C19 act 0, HUVEC tox TNFa -14.5, CYP2C9 act 0.3, VCAM1 TNFa inh 0.1, hDAT+cocaine -0.0188, Candida biofilm 7.4, IL1B cytotox 9.6, CYP2C19 inh 97.5* and CYP2C9 inh 74.4*.
For CCCn1c(SCC(=O)NC(C)C23CC4CC(CC(C4)C2)C3)n[nH]c1=O (stereo unspecified) the results were CYP2C19 act 1, HUVEC tox TNFa 1.5, CYP2C9 act 1.1, VCAM1 TNFa inh 4.5, hDAT+cocaine 0.122, Candida biofilm 6.8, IL1B cytotox 8.5, CYP2C19 inh -0.2 and CYP2C9 inh -11.5.
Screening O=C(OCC(F)(F)C(F)F)c1ccccc1C(=O)Oc1ccc(F)cc1F returned CYP2C19 act 0.1, HUVEC tox TNFa -9.7, CYP2C9 act 0.2, VCAM1 TNFa inh -2.3, hDAT+cocaine 0.609, Candida biofilm 6.6, IL1B cytotox -37.6, CYP2C19 inh 90.5* and CYP2C9 inh 75.9*.
`Cc1c(/C=C2\SC(=O)N(CC(=O)Nc3ccc4c(c3)OCO4)C2=O)c2ccccc2n1C` gave CYP2C19 act 0.7, HUVEC tox TNFa -19.1, CYP2C9 act 1.1, VCAM1 TNFa inh 0.1, hDAT+cocaine 0.0684, CYP2C19 inh 28.7 and CYP2C9 inh -8.1.
Screening CCOc1ccc(Cc2nnc(SCC(N)=O)n2C)cc1 returned CYP2C19 act 1, HUVEC tox TNFa -5.7, CYP2C9 act 0.9, VCAM1 TNFa inh -14.3, hDAT+cocaine -0.302, Candida biofilm 11.0, IL1B cytotox -6.4, CYP2C19 inh 4.0 and CYP2C9 inh 13.3.
Screening Cc1nn(Cc2c(Cl)cccc2Cl)c(C)c1N returned HUVEC tox TNFa 10.6, VCAM1 TNFa inh -11.7, hDAT+cocaine -0.0385, Candida biofilm 6.6 and IL1B cytotox -14.5.
For Cc1ccc(C(=O)Nc2cccc(-c3cnc4ccccc4n3)c2)cc1 the results were CYP2C19 act 0.8, HUVEC tox TNFa -8.2, CYP2C9 act 0.6, VCAM1 TNFa inh 1.0, hDAT+cocaine 1.51, IL1B cytotox 2.9, CYP2C19 inh 16.5 and CYP2C9 inh 35.1.
O=C(/C=C/c1cc([N+](=O)[O-])ccc1OC(F)F)NCc1ccc(F)cc1 was read as CYP2C19 act 0.7, HUVEC tox TNFa -31.2, CYP2C9 act 1.1, VCAM1 TNFa inh -3.2, hDAT+cocaine 0.232, IL1B cytotox -0.3, CYP2C19 inh 33.7 and CYP2C9 inh -7.3.
Screening CN(C)S(=O)(=O)Nc1ccc2c(c1)Cc1ccccc1-2 returned CYP2C19 act 0.6, HUVEC tox TNFa -4.5, CYP2C9 act 0.1, VCAM1 TNFa inh 13.4, hDAT+cocaine -0.507, Candida biofilm 5.7, IL1B cytotox -119.1, CYP2C19 inh 42.6 and CYP2C9 inh 94.2*.
O=C(O)c1ccc(NS(=O)(=O)c2ccc3nnn(O)c3c2)cc1 was read as CYP2C19 act 1.3, HUVEC tox TNFa -19.8, CYP2C9 act 1.4, VCAM1 TNFa inh -14.1, hDAT+cocaine 0.317, IL1B cytotox 10.5, CYP2C19 inh -27.1 and CYP2C9 inh -36.9.
Screening O=C(O)CSCC(=O)Nc1cccc(C(F)(F)F)c1 returned CYP2C19 act 1.1, HUVEC tox TNFa 0.0, CYP2C9 act 0.8, VCAM1 TNFa inh -17.7, hDAT+cocaine -1.04, Candida biofilm 0.8, IL1B cytotox -16.7, CYP2C19 inh -13.8 and CYP2C9 inh 18.9.
For CCOc1cccc2cc(C(=O)Nc3cc(C)on3)c(=O)oc12 the results were CYP2C19 act 0.9, HUVEC tox TNFa -36.9, CYP2C9 act 1.2, VCAM1 TNFa inh -5.8, hDAT+cocaine -0.566, Candida biofilm 3.1, IL1B cytotox -26.6, CYP2C19 inh 9.9 and CYP2C9 inh -24.3.
Screening O=C(Nc1cccc(-c2cnc3ccccc3n2)c1)c1ccc(Cl)cc1 returned CYP2C19 act 1.1, HUVEC tox TNFa 6.7, CYP2C9 act 0.8, VCAM1 TNFa inh -0.4, hDAT+cocaine 0.00518, IL1B cytotox -1.6, CYP2C19 inh -5.3 and CYP2C9 inh 23.7.
For CCC(C(=O)Nc1ncccn1)(C(F)(F)F)C(F)(F)F the results were CYP2C19 act 1.1, HUVEC tox TNFa -19.4, CYP2C9 act 1.1, VCAM1 TNFa inh 10.1, hDAT+cocaine -0.33, Candida biofilm -1.0, IL1B cytotox -14.1, CYP2C19 inh -8.1 and CYP2C9 inh -8.6.
For Cc1ccc(OCc2nnc(SCC(=O)NC3CCCCC3)n2C)cc1 the results were CYP2C19 act 0.9, CYP2C9 act 0.7, hDAT+cocaine 1.27, Candida biofilm 8.1, CYP2C19 inh 11.5 and CYP2C9 inh 26.0.
Screening COc1ccc2c(c1)CCc1sc(NC(=O)c3ccco3)nc1-2 returned CYP2C19 act 0.1, HUVEC tox TNFa 7.6, CYP2C9 act 0, VCAM1 TNFa inh 9.4, hDAT+cocaine -0.74, Candida biofilm -0.6, IL1B cytotox 3.5, CYP2C19 inh 93.9* and CYP2C9 inh 98.8*.
For C1=C(N2CCOCC2)/C(=C/c2nc3ccccc3[nH]2)CC1 the results were CYP2C19 act 0.8, CYP2C9 act 0.9, hDAT+cocaine -1.04, Candida biofilm 4.2, CYP2C19 inh 20.6 and CYP2C9 inh 11.9.
For O=C(CNC(=O)c1ccc(Cl)cc1Cl)OCC(=O)c1ccc2c(c1)OCCO2 the results were CYP2C19 act 0.7, HUVEC tox TNFa -0.4, CYP2C9 act 1.8, VCAM1 TNFa inh 9.5, hDAT+cocaine -0.496, IL1B cytotox 13.5, CYP2C19 inh 30.7 and CYP2C9 inh -75.4.
Screening Cc1cccc(C)c1OCCCN1CCCC1 returned CYP2C19 act 1.1, HUVEC tox TNFa -9.0, CYP2C9 act 1.1, VCAM1 TNFa inh 8.8, hDAT+cocaine 1.29, Candida biofilm 3.5, CYP2C19 inh -5.2 and CYP2C9 inh -9.1.
`CCOc1ncccc1C(=O)Nc1ccc(-c2cn3ccsc3n2)cc1` gave CYP2C19 act 0.7, CYP2C9 act 1.6, hDAT+cocaine -0.256, Candida biofilm 8.7, CYP2C19 inh 28.7 and CYP2C9 inh -62.8.

Compounds as they come (roughly 29% active in at least one column).
